Screening data as filed in PubChem.
ABHD4 inh: ABHD4 (mouse) inhibition, primary FP screen; Q8VD66; purified mABHD4, FP-Rh probe fluorescence polarization; inhibition, % at 8.92 µM; 0.54% of 370,000 active;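 active = inhibition exceeding the mean over every tested compound plus 3 SD, cut at about 30% in these data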;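 note: 0% = plate median of compound wells and 100% = S159A mutant with DMSO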
Target sequence (Q8VD66 whole entry, looked up): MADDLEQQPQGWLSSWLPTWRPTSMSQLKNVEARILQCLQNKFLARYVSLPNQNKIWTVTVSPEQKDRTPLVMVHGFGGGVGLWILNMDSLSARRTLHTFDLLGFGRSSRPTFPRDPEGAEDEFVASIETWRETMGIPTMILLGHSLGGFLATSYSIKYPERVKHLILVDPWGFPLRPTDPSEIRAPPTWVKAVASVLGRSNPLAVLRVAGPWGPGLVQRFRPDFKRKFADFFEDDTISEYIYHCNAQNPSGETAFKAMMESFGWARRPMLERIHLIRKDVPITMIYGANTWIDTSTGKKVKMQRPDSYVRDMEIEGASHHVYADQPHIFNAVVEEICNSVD
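Test system: mouse ABHD4 enzyme, wild type. Reagent: FP-Rh fluorescent activity-based probe, added after compound pre-incubation. Timing: pre-incubation 45 min, probe exposure 60 min, at 25 °C. Technique: FP readout, ex 525 nm / em 598 nm. Benchmarks: high control S159A mutant with DMSO, low control median of compound wells.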
ASAP1 GAP inh: blocks human ASAP1-stimulated Arf1 GTP hydrolysis | GDP FP detection | inhibition, % at 16.5 µM | 0.19% of 360,000 active; in the data active = inhibition above about 25%;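 note: 0% = vehicle with enzyme and substrate and 100% = no enzyme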
Target sequence (Q9ULH1 325-724 limits assumed): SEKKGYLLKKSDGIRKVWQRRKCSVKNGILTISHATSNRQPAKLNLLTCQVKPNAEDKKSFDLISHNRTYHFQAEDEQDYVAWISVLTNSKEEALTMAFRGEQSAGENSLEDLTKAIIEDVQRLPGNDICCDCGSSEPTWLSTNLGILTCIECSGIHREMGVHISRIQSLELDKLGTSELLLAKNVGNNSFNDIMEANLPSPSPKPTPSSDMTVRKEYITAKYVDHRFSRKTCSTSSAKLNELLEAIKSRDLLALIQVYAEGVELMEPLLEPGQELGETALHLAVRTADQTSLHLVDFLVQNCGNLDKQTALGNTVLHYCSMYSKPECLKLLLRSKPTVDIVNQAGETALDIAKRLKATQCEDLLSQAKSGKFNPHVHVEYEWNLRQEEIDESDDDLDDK
ARFGAP1 inh: inhibits rat ARF GTPase activating protein 1. Arfgap1-stimulated ARF1 GTP hydrolysis, GDP FP detection. Q62848. inhibition, % at 16.5 µM. AID 651572. 0.26% of 360,000 active;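 active = inhibition above a per-plate limit, mean inhibition of low control wells plus 3 SD, cut at about 25% in these data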;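 note: 0% = DMSO wells with enzyme and 100% = wells lacking Arfgap1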
Target sequence (Q62848 1-136 limits assumed): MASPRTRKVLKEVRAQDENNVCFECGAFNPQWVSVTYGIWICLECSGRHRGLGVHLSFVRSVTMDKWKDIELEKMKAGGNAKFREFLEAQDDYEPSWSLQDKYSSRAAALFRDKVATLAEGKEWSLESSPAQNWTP
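Replicates: Single well per compound | Assay system: Truncated rat Arfgap1 GAP domain | Control set: No-Arfgap1 wells (100%) versus DMSO full-reaction wells (0%) | Times: Enzyme reaction 120 min at 25 °C after 20 min preincubation | Reagent: Human ARF1(Δ1-17)-GTP substrate | Measured by: Tracer-displacement fluorescence polarization with EDTA stop, 620/688 nm | Measure: Percent inhibition of Arfgap1-stimulated GTP hydrolysis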
rCAG binder: r(CAG) repeat RNA binding. TO-PRO-1 dye displacement fluorescence. inhibition, % at 3 µM. 1.3% of 370,000 active;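 active = inhibition above the plate cutoff, the mean of all test compounds on that plate plus 3 SD, cut at about 35% in these data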;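 note: 0% = DMSO alone and 100% = 100 µM mitoxantrone as full dye displacement; higher means more dye released from RNA so lower well fluorescence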
SMARCA2 act: increases SMARCA2 function in MMTV reporter cells; 1% of 370,000 active; activation, % at 9.1 µM; MG213 cells, MMTV-luciferase reporter, dexamethasone, overnight; in the data active = activation above about 7.8%;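 note: 0% = vehicle wells and 100% = reference activator wells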
NR1D1 modulator: Rev-erb alpha (human) modulation. P20393. Rev-erbα–FITC-DNA binding, fluorescence polarization, 90 min. activity, % at 10 µM. 0.79% of 370,000 active. AID 1259318;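 active = activity above about 14%, limit read from the data; passing the limit was not always enough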;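 note: 0% = DMSO wells with 35 nM protein and 100% = DMSO wells with 750 nM protein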
HTRA1 inhibitor: inhibitors of human serine peptidase HTRA1; recombinant HTRA1, FP-rhodamine activity-based probe, fluorescence polarization; inhibition, % at 5.96 µM; 0.5% of 340,000 active; in the data active = inhibition above about 36%;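 note: 0% = enzyme with DMSO and 100% = wells lacking enzyme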
NPR1 activator: GC-A (human) enzyme activation; HEK293 GC-A cells, cGMP TR-FRET, EC30 ANP; 0% at EC30 ANP, 100% saturating ANP; activation, % at 10 µM; 0.14% of 370,000 active; P16066; in the data active = activation above about 40%
PG9 Ab binder: small molecules binding HIV-1 gp120 antibody PG9 | 0.43% of 360,000 active | inhibition, % at 6.7 µM | AID 624416 | TR-FRET gp120-PG9 antibody binding; in the data active = inhibition above about 8.5%
GC-B act: GC-B (human) receptor activation; P20594; HEK293-GC-B cells, CNP EC30, cGMP TR-FRET; 0% at EC30 CNP, 100% saturating CNP; activation, % at 10 µM; 0.11% of 370,000 active;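 active = activation at 10 µM reaching about 35% in either raw or pattern-adjusted values, limit read from the data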
Active calls of the source: *.

How did CCN(CC)CCn1c(SCC(=O)Nc2cccc(OC)c2)nc2c(sc3ccccc32)c1=O do in these assays?
ABHD4 inh: -10; ASAP1 GAP inh: 8; ARFGAP1 inh: -9; rCAG binder: 4; SMARCA2 act: 2; NR1D1 modulator: 2; HTRA1 inhibitor: -21; NPR1 activator: -7; PG9 Ab binder: 1.5; GC-B act: -5

Results for O=C(N[C@H](C(=O)N1CCC[C@H]1C(=O)NCCc1ccccc1Cl)c1ccccc1)c1ccc(Cl)c(Cl)c1 ?
ABHD4 inh: -7; ASAP1 GAP inh: 8; ARFGAP1 inh: -6; rCAG binder: 6; SMARCA2 act: -4; NR1D1 modulator: 4; NPR1 activator: -4; PG9 Ab binder: -0.1; GC-B act: 2

Results for CCOc1ccccc1C(=O)Nc1ccc2c(c1)C(=O)NC2=O ?
ABHD4 inh: -2; ASAP1 GAP inh: -8; ARFGAP1 inh: -1; rCAG binder: 3; SMARCA2 act: -2; NR1D1 modulator: -7; HTRA1 inhibitor: -5; NPR1 activator: 0; PG9 Ab binder: 2.2; GC-B act: -5

How did Cc1cc(Nc2ccc(C)c(Br)c2)n2nc(C)nc2n1 do in these assays?
ABHD4 inh: -3; ASAP1 GAP inh: 2; ARFGAP1 inh: 9; rCAG binder: 0; SMARCA2 act: -1; NR1D1 modulator: -1; HTRA1 inhibitor: 2; NPR1 activator: 10; PG9 Ab binder: -1.0; GC-B act: 6

What do the screens show for `O=C(COC(=O)c1ccc2c(c1)C(=O)N(Cc1ccco1)C2=O)NCC(F)(F)F`?
ABHD4 inh: 7; ASAP1 GAP inh: 19; ARFGAP1 inh: 2; rCAG binder: 11; SMARCA2 act: -3; NR1D1 modulator: 1; HTRA1 inhibitor: 4; NPR1 activator: 1; PG9 Ab binder: 0.5; GC-B act: 5

How did Cc1ccc(C(=O)Nc2ccc3c(c2)CCC3)cc1S(=O)(=O)N1CCOCC1 do in these assays?
ABHD4 inh: -2; ASAP1 GAP inh: 6; ARFGAP1 inh: 6; rCAG binder: 4; SMARCA2 act: 3; NR1D1 modulator: 1; HTRA1 inhibitor: -15; NPR1 activator: -2; PG9 Ab binder: -1.8; GC-B act: 4

Results for CCc1ccc2nc(-c3cccc(C)c3)nc(SCC(=O)NCC3CCCO3)c2c1 (stereo unspecified) ?
ABHD4 inh: 0; ASAP1 GAP inh: 9; ARFGAP1 inh: 7; rCAG binder: 0; SMARCA2 act: -4; NR1D1 modulator: -3; HTRA1 inhibitor: 0; NPR1 activator: -1; PG9 Ab binder: 1.5; GC-B act: -2

How did COCCNC(=O)C(c1ccc(C)o1)N(C(=O)c1snc(C(N)=O)c1N)c1ccc(C)cc1 (stereo unspecified) do in these assays?
ABHD4 inh: 6; ASAP1 GAP inh: 12; ARFGAP1 inh: -3; rCAG binder: -9; SMARCA2 act: -1; NR1D1 modulator: 1; HTRA1 inhibitor: 1; NPR1 activator: -26; PG9 Ab binder: 0.7; GC-B act: -14

What do the screens show for `COc1ccc(S(=O)(=O)Nc2cc(Sc3ncn[nH]3)c(O)c3ccccc23)cc1`?
ABHD4 inh: 28; ASAP1 GAP inh: 18; ARFGAP1 inh: -4; rCAG binder: 43*; SMARCA2 act: -9; NR1D1 modulator: 5; NPR1 activator: 3; PG9 Ab binder: -5.0; GC-B act: -7

Results for CC(C)(C)NC(=O)C(c1ccc(C#N)cc1)n1c(=O)c(-c2cc3ccccc3[nH]2)nc2ccccc21 (stereo unspecified) ?
ABHD4 inh: -27; ASAP1 GAP inh: 4; ARFGAP1 inh: -4; rCAG binder: 15; SMARCA2 act: -2; NR1D1 modulator: 1; NPR1 activator: 1; PG9 Ab binder: 2.0; GC-B act: 0

Results for COc1ccccc1OCCNC1CCCC1 ?
ABHD4 inh: 12; ASAP1 GAP inh: -13; ARFGAP1 inh: 4; rCAG binder: 4; SMARCA2 act: 1; NR1D1 modulator: 0; HTRA1 inhibitor: 6; NPR1 activator: -1; PG9 Ab binder: 1.6; GC-B act: 1

Results for O=C(c1ccco1)N1CCN(S(=O)(=O)c2ccc(F)cc2)CC1 ?
ABHD4 inh: 3; ASAP1 GAP inh: 3; ARFGAP1 inh: 5; rCAG binder: -4; SMARCA2 act: 2; NR1D1 modulator: -1; HTRA1 inhibitor: -1; NPR1 activator: -3; PG9 Ab binder: -0.8; GC-B act: 0

Results for Cc1cc2ccccc2c(=O)n1CC(=O)N(C)c1ccc(F)cc1 ?
ABHD4 inh: -7; ASAP1 GAP inh: 0; ARFGAP1 inh: 13; rCAG binder: 2; SMARCA2 act: -1; NR1D1 modulator: 0; HTRA1 inhibitor: 5; NPR1 activator: -3; PG9 Ab binder: -0.2; GC-B act: 2

What do the screens show for `CC(NCc1ccco1)C(=O)N1CCCCC1` (stereo unspecified)?
ABHD4 inh: 5; rCAG binder: 3; SMARCA2 act: -3; NR1D1 modulator: -5; NPR1 activator: 3; GC-B act: 7

How did COc1cc(OC)c(NC(=O)CCNC(=O)Cn2ccc3ccccc3c2=O)cc1Cl do in these assays?
ABHD4 inh: 11; ASAP1 GAP inh: -2; ARFGAP1 inh: -13; rCAG binder: 0; SMARCA2 act: -1; NR1D1 modulator: -2; HTRA1 inhibitor: 3; NPR1 activator: -3; PG9 Ab binder: 0.1; GC-B act: 1

Among those listed so far, 2 have two or more sulfur atoms:
How did CCN(CC)CCn1c(SCC(=O)Nc2cccc(OC)c2)nc2c(sc3ccccc32)c1=O do in these assays?
ABHD4 inh: -10; ASAP1 GAP inh: 8; ARFGAP1 inh: -9; rCAG binder: 4; SMARCA2 act: 2; NR1D1 modulator: 2; HTRA1 inhibitor: -21; NPR1 activator: -7; PG9 Ab binder: 1.5; GC-B act: -5

What do the screens show for `COc1ccc(S(=O)(=O)Nc2cc(Sc3ncn[nH]3)c(O)c3ccccc23)cc1`?
ABHD4 inh: 28; ASAP1 GAP inh: 18; ARFGAP1 inh: -4; rCAG binder: 43*; SMARCA2 act: -9; NR1D1 modulator: 5; NPR1 activator: 3; PG9 Ab binder: -5.0; GC-B act: -7

More structures follow:
Results for Cc1cccc(N2CCN(C(=O)c3ccccc3NC(=O)C3CCCCC3C(=O)O)CC2)c1 (stereo unspecified) ?
ABHD4 inh: 2; ASAP1 GAP inh: -15; ARFGAP1 inh: 10; rCAG binder: 4; SMARCA2 act: -5; NR1D1 modulator: -5; HTRA1 inhibitor: 3; NPR1 activator: 5; PG9 Ab binder: 1.2; GC-B act: 3

How did OCCCc1ccc(O)c(O)c1 do in these assays?
ABHD4 inh: 8; ASAP1 GAP inh: 10; ARFGAP1 inh: 3; rCAG binder: 0; SMARCA2 act: 0; NR1D1 modulator: -10; HTRA1 inhibitor: 0; NPR1 activator: 4; PG9 Ab binder: -2.2; GC-B act: 7

Results for CCOC(=O)c1cc(CC)sc1NC(=O)CN1CCN(C(=O)C2CCCO2)CC1 (stereo unspecified) ?
ABHD4 inh: 0; ASAP1 GAP inh: 0; ARFGAP1 inh: -4; rCAG binder: -6; SMARCA2 act: 1; NR1D1 modulator: -1; HTRA1 inhibitor: -10; NPR1 activator: 1; PG9 Ab binder: -1.0; GC-B act: -4

How did O=C1CCC(=O)N1CC1CC2CCC1C2 (stereo unspecified) do in these assays?
ABHD4 inh: 6; ASAP1 GAP inh: 4; ARFGAP1 inh: 7; rCAG binder: -1; SMARCA2 act: 3; NR1D1 modulator: 1; HTRA1 inhibitor: 8; NPR1 activator: 3; PG9 Ab binder: 0.0; GC-B act: -3

How did O=C(N/N=C/c1ccc(O)c(O)c1)c1ccc(CSc2cccc3cccnc23)cc1 do in these assays?
ABHD4 inh: 23; ASAP1 GAP inh: 1; ARFGAP1 inh: 8; rCAG binder: 14; SMARCA2 act: -2; NR1D1 modulator: 2; HTRA1 inhibitor: 57*; NPR1 activator: 1; PG9 Ab binder: -2.4; GC-B act: -2

How did CC(=O)c1cccc(NCC(=O)c2ccc(C)c([N+](=O)[O-])c2)c1 do in these assays?
ABHD4 inh: -4; ASAP1 GAP inh: 1; ARFGAP1 inh: -13; rCAG binder: 9; SMARCA2 act: -1; NR1D1 modulator: 1; HTRA1 inhibitor: -3; NPR1 activator: -3; PG9 Ab binder: 1.3; GC-B act: 0

What do the screens show for `CC(C)OC(=O)C(NC(=O)c1ccccc1)=C1CCCCC1`?
ABHD4 inh: -7; ASAP1 GAP inh: 13; ARFGAP1 inh: -15; rCAG binder: -5; SMARCA2 act: -3; NR1D1 modulator: -1; HTRA1 inhibitor: 0; NPR1 activator: 0; PG9 Ab binder: 0.2; GC-B act: 5

What do the screens show for `CCOCCCNC(=O)CN(Cc1ccc(Cl)cc1)S(C)(=O)=O`?
ABHD4 inh: 4; ASAP1 GAP inh: 2; ARFGAP1 inh: 14; rCAG binder: 0; SMARCA2 act: -2; NR1D1 modulator: 6; HTRA1 inhibitor: -3; NPR1 activator: 4; PG9 Ab binder: 0.3; GC-B act: 6

What do the screens show for `CCOc1ccc(NC(=S)N2C3CCCC2CC(NC(=O)C2CC2)C3)cc1` (stereo unspecified)?
ABHD4 inh: 6; ASAP1 GAP inh: 6; ARFGAP1 inh: 6; rCAG binder: 2; SMARCA2 act: 2; NR1D1 modulator: -6; HTRA1 inhibitor: 1; NPR1 activator: 5; PG9 Ab binder: -2.9; GC-B act: 7

Results for O=C(NCCO)c1ccc(Cl)c(Cl)c1 ?
ABHD4 inh: 2; ASAP1 GAP inh: -1; ARFGAP1 inh: -2; rCAG binder: -2; SMARCA2 act: -2; NR1D1 modulator: 3; HTRA1 inhibitor: 12; NPR1 activator: -1; PG9 Ab binder: -1.4; GC-B act: -5

What do the screens show for `Cc1cc(C)n(CCn2nc(C)cc2C)n1`?
ABHD4 inh: 0; ASAP1 GAP inh: 10; ARFGAP1 inh: -7; rCAG binder: -1; SMARCA2 act: -2; NR1D1 modulator: -1; HTRA1 inhibitor: 2; NPR1 activator: 0; PG9 Ab binder: -0.7; GC-B act: 4

Results for COc1ccc([N+](=O)[O-])cc1NC(=O)C(C)NNC(=O)c1cccc([N+](=O)[O-])c1 (stereo unspecified) ?
ABHD4 inh: -1; ASAP1 GAP inh: 13; ARFGAP1 inh: -11; rCAG binder: 4; SMARCA2 act: -1; NR1D1 modulator: 9; HTRA1 inhibitor: -12; NPR1 activator: 0; PG9 Ab binder: -3.0; GC-B act: 0

Results for COc1ccc(Cl)cc1C(=O)NNC(=O)CCNS(=O)(=O)c1ccccc1 ?
ABHD4 inh: 1; ASAP1 GAP inh: -15; ARFGAP1 inh: -5; rCAG binder: 5; SMARCA2 act: 0; NR1D1 modulator: 6; HTRA1 inhibitor: 8; NPR1 activator: -3; PG9 Ab binder: -1.1; GC-B act: -3

How did O=C(CN1C(=O)NC(Cc2c[nH]c3ccccc23)C1=O)Nc1ccccc1C(F)(F)F (stereo unspecified) do in these assays?
ABHD4 inh: -4; ASAP1 GAP inh: 9; ARFGAP1 inh: 14; rCAG binder: 2; SMARCA2 act: -5; NR1D1 modulator: -4; HTRA1 inhibitor: 1; NPR1 activator: 5; PG9 Ab binder: 0.4; GC-B act: 2

What do the screens show for `CC1(C)Cc2c(C#N)c(SCC(=O)c3ccccc3)nc(N3CCOCC3)c2CS1`?
ABHD4 inh: -10; ASAP1 GAP inh: -2; ARFGAP1 inh: -2; rCAG binder: 4; SMARCA2 act: -4; NR1D1 modulator: -1; HTRA1 inhibitor: -32; NPR1 activator: 13; PG9 Ab binder: -0.1; GC-B act: 10
